Screening results as filed in PubChem BioAssay.
Kir21 inh: inhibitors of mouse Kir2.1 inward-rectifier potassium channel; HEK293-Kir2.1, FluxOR thallium flux fluorescence; active compounds read low; P35561; 310,000 compounds, 0.85% hits; AID 1672; B-score at 10 µM;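 active = fluorescence ratio B-score at or below minus 3 SD of library scores, with starting-brightness B-score within 2 SD, cut at about -4.2 in these data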;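 note: channel flux triggered by added potassium and thallium sulfate stimulus; B-score of peak minus minimum fluorescence over baseline after thallium stimulus; more negative B-score means stronger Kir2.1 block with less thallium influx; some compounds called inactive have numbers as strong as hits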
Target sequence (P35561 whole entry, looked up): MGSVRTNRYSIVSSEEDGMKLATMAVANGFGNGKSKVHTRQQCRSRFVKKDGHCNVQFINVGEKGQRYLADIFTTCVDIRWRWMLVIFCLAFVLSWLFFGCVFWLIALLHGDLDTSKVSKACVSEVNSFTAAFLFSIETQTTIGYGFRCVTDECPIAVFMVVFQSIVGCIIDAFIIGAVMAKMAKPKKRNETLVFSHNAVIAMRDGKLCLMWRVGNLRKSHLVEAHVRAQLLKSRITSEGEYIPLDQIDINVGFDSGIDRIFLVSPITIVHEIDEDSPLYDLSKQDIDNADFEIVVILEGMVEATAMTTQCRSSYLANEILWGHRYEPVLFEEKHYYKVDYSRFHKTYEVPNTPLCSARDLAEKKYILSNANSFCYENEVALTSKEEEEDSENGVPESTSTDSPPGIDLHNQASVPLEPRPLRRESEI
CHT inh: inhibitors of human choline transporter CHT | CHT-expressing cells, membrane potential dye, choline response; active compounds read low | 310,000 compounds, 0.86% hits | B-score at 10 µM | AID 488975 | Q9GZV3;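 active = B-score over 3 SD under the library average, and starting fluorescence ratio not unusually high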;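 note: choline stimulus applied at its EC90 after an EC20 pre-addition; B-score computed on integrated fluorescence ratio after choline addition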
Target sequence (Q9GZV3 whole entry, looked up): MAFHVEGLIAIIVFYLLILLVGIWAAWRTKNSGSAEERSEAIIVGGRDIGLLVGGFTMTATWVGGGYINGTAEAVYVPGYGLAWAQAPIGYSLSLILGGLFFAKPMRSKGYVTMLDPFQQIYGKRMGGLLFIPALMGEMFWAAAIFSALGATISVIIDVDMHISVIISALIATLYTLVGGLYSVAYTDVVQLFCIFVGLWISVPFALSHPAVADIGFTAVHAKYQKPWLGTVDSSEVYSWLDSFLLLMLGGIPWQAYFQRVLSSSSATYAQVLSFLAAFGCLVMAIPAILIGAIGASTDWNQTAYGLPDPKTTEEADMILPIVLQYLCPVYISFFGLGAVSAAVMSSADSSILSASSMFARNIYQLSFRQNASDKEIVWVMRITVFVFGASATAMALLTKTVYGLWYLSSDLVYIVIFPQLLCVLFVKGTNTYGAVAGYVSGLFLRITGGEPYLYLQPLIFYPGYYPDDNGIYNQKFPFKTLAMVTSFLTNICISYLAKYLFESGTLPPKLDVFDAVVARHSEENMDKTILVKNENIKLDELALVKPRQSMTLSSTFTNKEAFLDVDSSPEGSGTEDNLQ
Starred values were filed as active, the others as inactive; i = inactive; . = no result given.

Kir21 inh,CHT inh,mol
-0.28,i,CCOC(=O)C(C)Oc1cccc2c(=O)n(CC(=O)N3CCN(C(=O)OCC)CC3)ccc12 (stereo not given)
0.04,i,O=C(COC(=O)c1ccc[nH]c1=O)Nc1ccc2c(c1)OC(F)(F)O2
0.29,i,O=C(OCc1nc2ccsc2c(=O)[nH]1)c1ccccc1
3.2,i,COc1ccc(OC)c(-c2cc(C(=O)NCc3cccs3)no2)c1
1.4,i,Cc1ccc(S(=O)(=O)N2CCN(C(=O)c3cccs3)CC2)cc1
-0.75,i,Cc1noc(C)c1S(=O)(=O)Nc1ccc(C(=O)N2CCN(c3ccc(F)cc3)CC2)cc1
0.22,i,Cc1c(C)c2ccc(OC(C)C(=O)NC3CCN(Cc4ccccc4)CC3)cc2oc1=O (stereo not given)
-0.34,i,CCN(CC)C(=O)NC1CC(=O)N(c2ccc(OC)cc2)C1 (stereo not given)
1.4,i,O=C(Nc1ccccc1)c1ccc(N2CCN(c3ccccn3)CC2)c(S(=O)(=O)N2CCOCC2)c1
-1.5,i,COc1ccc(/C=N/n2c(SC)nnc(C(C)(C)C)c2=O)cc1
0.38,i,COc1cc(C(=O)OCC(=O)Nc2ccc(C(C)=O)cc2)ccc1OCC(=O)N1CCOCC1
0.66,i,COc1ccc(NC(=O)C2CCCN(S(=O)(=O)c3ccc4c(c3)oc(=O)n4C)C2)cc1OC (stereo not given)
-0.47,i,Cc1ccc(C)c(C(=O)CCC(=O)NNC(=O)Cn2nc(C)cc2C)c1
0.02,i,CNS(=O)(=O)c1cc(S(=O)(=O)NC)c2cccc3c2c1NC3=O
-3.4,i,COc1ccc(OC)c(S(=O)(=O)NC2CCSc3ccccc32)c1 (stereo not given)
-1.9,i,Cc1ccc(C(=O)O)cc1S(=O)(=O)N1CCSCC1
-1.3,i,O=C(Nc1ccc(NC(=O)C2CC2)cn1)c1ccccc1
-1.1,i,Cc1cccc(NC(=O)c2ccccc2OCC(=O)c2ccccc2)c1
-0.04,i,Cc1cc(C(=O)OCC(=O)N2CCN(c3ccccc3)CC2)c2ccccc2n1
-1.5,i,NS(=O)(=O)c1ccc(NC(=O)Nc2ccccc2)cc1
0.41,i,Cc1cccc(N2C(=O)CC(NNc3nc4ccccc4s3)C2=O)c1 (stereo not given)
-0.01,i,Cc1ccc(N(CC(=O)N2CCCC2)S(C)(=O)=O)cc1C
0.48,i,CCN(CC)CCN(C(=O)CCS(=O)(=O)c1ccccc1)c1nc2cc3c(cc2s1)OCO3
0.99,i,CC(C)CCNC(=O)NC(=O)CSc1nnc(COc2ccccc2Cl)o1
-0.92,i,CC1(C)O[C@@H]2CC3C4C[C@H](F)C5=CC(=O)C=CC5(C)C4C(O)CC3(C)[C@]2(C(=O)CO)O1 (stereo not given in full)
-1.1,i,Cc1ccc(S(=O)(=O)NCCC(=O)NCc2ccco2)cc1
-0.67,i,COc1ccc(F)cc1S(=O)(=O)NCCN1CCOCC1
-0.96,i,Cc1ccc(NC(=O)C(C)c2cccc(C(=O)c3ccccc3)c2)cc1O (stereo not given)
1.9,i,COc1ccc(C2(CNC(=O)c3ccc(Br)o3)CCOCC2)cc1
0.02,i,Cc1ccccc1Cn1cc(NC(=O)c2noc(C(C)C)c2[N+](=O)[O-])cn1
0.68,i,Cc1ccccc1NS(=O)(=O)c1ccc2c(c1)NC(=O)CCS2
-0.75,i,C=C1C(C(=O)Nc2cccc(OC)c2)C1C(=O)Nc1cccc(OC)c1 (stereo not given)
0.28,i,O=C(CSc1nc(-c2ccco2)cc(C(F)(F)F)n1)NN1CCOCC1
0.03,i,N=c1c(C(=O)NCC2CCCO2)cc2c(=O)n3ccccc3nc2n1Cc1ccccc1 (stereo not given)
-1,i,COc1ccc(NC(=S)NCc2cccnc2)cc1OC
0.09,i,O=C(NCC(=O)N(c1ccccc1)C(C(=O)NCC1CCCO1)c1ccccc1)c1ccco1 (stereo not given)
0.69,i,Cc1ccsc1/C=C/c1n[nH]c(=O)c(C#N)c1C
0.25,i,COc1ccc(OCC(=O)NCC(c2ccc(OC)cc2)N2CCCCC2)cc1 (stereo not given)
-1.7,i,Cc1ccccc1OCC(=O)N/N=C/c1ccc2c(c1)OCCO2
0.59,i,Cc1ccc(-c2nc(CN(C)C(C3CC3)C3CC3)c(C)o2)cc1
1.4,i,Cc1cccc(NC(=O)Cn2c(=O)n(CCC(=O)NC3CCCC3)c(=O)c3ccccc32)c1
0.75,i,CCn1c(-c2ccco2)nc2ccccc21
-0.94,i,COc1ccc(NC(=O)C2CCN(c3ncnc4c3nc3n4CCCCC3)CC2)cc1Cl
-0.02,i,COc1ccccc1-c1nc(-c2ccncc2)no1
-1.6,i,c1ccc(-c2cc3c(-n4cccc4)ncnc3o2)cc1
-0.19,i,CS(=O)(=O)N1CCC(C(=O)Nc2ccc(OCc3ccccc3)cc2)CC1
-0.37,i,O=C(N/N=C/c1ccncc1)C1CC1C(=O)N/N=C/c1ccncc1 (stereo not given)
1.8,i,CCC(=O)Nc1ccc(S(=O)(=O)N2CCCCC2)cc1OC
0.19,i,Cc1occc1-c1nnc(SCC(=O)NC2CCCC2)n1-c1ccccc1
-0.02,i,CCn1ncc(CNC(=O)C2(C)CC2(Cl)Cl)c1C (stereo not given)
-0.02,i,CCC(C)C(NC(=O)OCc1ccccc1)C(=O)NC(Cc1ccc(O)cc1)C(=O)OC (stereo not given)
0.68,i,Clc1ccc(SCc2cc(-c3ccccc3)on2)cc1
-0.22,i,COc1ccc2nc(SCCN(C)C)[nH]c2c1
2.5,i,Cc1cc(C)c(NC(=O)COC(=O)CCn2c(C)csc2=O)c(C)c1
-0.36,i,CCN1CCN(c2ccc([N+](=O)[O-])cc2C(=O)c2ccc(Cl)cc2)CC1
0.3,.,CCOC(=O)c1sc(-c2ccc(OC)cc2)cc1NC(C)=O
1.4,i,N#Cc1cc2c(nc1Cl)CCC2
0,i,O=C(CCn1c(=O)oc2ccccc21)N1CCN(c2ccccc2Cl)CC1
-0.79,i,CCOC(=O)C1CCCN(C(=S)NC(=O)/C=C/c2ccc(F)cc2)C1 (stereo not given)
-1.3,i,CCc1[nH]nc2c1C(C(C)C)C(C#N)=C(N)O2 (stereo not given)

Going on with the list.
Kir21 inh,CHT inh,mol
1.7,i,O=C(Nc1nccs1)c1cn(-c2ccccc2)nc1-c1ccccc1
1.3,i,Nn1c(SCc2ccc(C(=O)O)cc2)nnc1-c1ccc(Cl)cc1Cl
1.6,i,CC(=O)N1CCN(c2ccnc3cc(Cl)ccc23)CC1
0.3,i,CC(C)CCNC(=O)CN1N=C(c2ccc(Cl)cc2)CCC1=O
-0.6,i,CCOC(=O)/C=C/C(=O)N1CCN(C(=O)/C=C/C(=O)OCC)CC1
0.3,i,COc1ccccc1NC(=O)c1ccc(COc2ccc3c(c2)CCC3)cc1
0.56,i,CCCc1cc(=O)oc2cc(OC(C)C(=O)NCC3CCC(C(=O)O)CC3)c(Cl)cc12 (stereo not given)
0.61,i,CCOC(=O)c1c(C)n(C)c2ccc(OC)c(NC(=O)CN3CCSCC3)c12
0.12,i,Cc1ccc(N2CC(C(=O)OCc3nnc(-c4ccccc4)o3)CC2=O)cc1 (stereo not given)
0.1,i,COc1cc(NS(=O)(=O)c2ccc(NC(=S)NC(=O)C(C)(C)C)cc2)nc(OC)n1
-0.86,i,COc1ccc(-n2c(CCc3ccccc3)n[nH]c2=S)cc1
-0.18,i,CCc1ccc(C2NC(=S)NC3=C2C(=O)N(c2ccccc2OC)C(c2ccc(CC)cc2)N3)cc1 (stereo not given)
-1.5,i,Cc1ccc2oc(=O)cc(CN3CCN(Cc4ccccc4)CC3)c2c1
-0.52,i,Cc1cccc(NC(=O)[C@@H]2CCCN2C(=O)OC(C)(C)C)c1C
1.3,i,C/C(=N\NC(=O)C1COc2ccccc2O1)c1ccccn1 (stereo not given)
0.34,i,CC(Oc1ccc2ccc(=O)oc2c1)C(=O)c1ccccc1 (stereo not given)
0.02,i,COc1cccc(-c2nn(-c3ccccc3)cc2CNC(C)Cn2cncn2)c1 (stereo not given)
-1.2,i,Cc1noc(C)c1CSCC(=O)N(C)CC(=O)Nc1ccccc1Cl
0.04,i,CC(=O)Nc1ccc(NC(=O)CSc2ccc(-c3cccnc3)nn2)cc1
0.96,i,CCOc1ccc(S(=O)(=O)N2CCN(Cc3ccccc3)CC2)cc1
1.3,i,CCOC(=O)/C=C/C(=O)Nc1ccc(-c2nnc3n2CCCCC3)cc1
-0.38,i,COc1ccc(Cn2nnnc2C(c2cccs2)N2CCN(c3ccccc3)CC2)cc1 (stereo not given)
1.4,i,CCOC(=O)c1ccc(N2Cc3ccccc3C2=NC(=O)c2cccc([N+](=O)[O-])c2)cc1
0.18,i,CCC(C)NC(=O)c1cc(-c2ccc3c(c2)OCO3)on1 (stereo not given)
0.9,i,CC(C)=NNc1nc2c(c(=O)n(C)c(=O)n2C)n1C
-0.37,i,O=C1CN(C(=O)COC(=O)Cc2ccsc2)c2ccccc2N1
0.09,i,CCCCCCN=C1CC(C)(C)CC(=O)/C1=C(/O)CCC
-0.32,i,CN1CCc2nc(NC(=O)COc3ccc4ccccc4c3)sc2C1
0.45,i,NS(=O)(=O)c1cccc(NC(=O)COc2ncnc3c2cnn3-c2ccccc2)c1
0.04,i,CC(c1ccccc1)n1c(Cn2ncc3ccccc3c2=O)n[nH]c1=S (stereo not given)

An excerpt from above in order of length of the SMILES, highest first.
Kir21 inh,CHT inh,mol
0.59,i,Cc1ccc(-c2nc(CN(C)C(C3CC3)C3CC3)c(C)o2)cc1
-1.5,i,Cc1ccc2oc(=O)cc(CN3CCN(Cc4ccccc4)CC3)c2c1
0.68,i,Cc1ccccc1NS(=O)(=O)c1ccc2c(c1)NC(=O)CCS2
0.3,i,CC(C)CCNC(=O)CN1N=C(c2ccc(Cl)cc2)CCC1=O

Sorted by value in Kir21 inh (low to high): four of the compounds above
Kir21 inh,CHT inh,mol
-0.75,i,Cc1noc(C)c1S(=O)(=O)Nc1ccc(C(=O)N2CCN(c3ccc(F)cc3)CC2)cc1
0.28,i,O=C(CSc1nc(-c2ccco2)cc(C(F)(F)F)n1)NN1CCOCC1
0.68,i,Cc1ccccc1NS(=O)(=O)c1ccc2c(c1)NC(=O)CCS2
1.4,i,Cc1cccc(NC(=O)Cn2c(=O)n(CCC(=O)NC3CCCC3)c(=O)c3ccccc32)c1

(next part)
Kir21 inh,CHT inh,mol
-0.69,i,Cc1cccc(NC(=O)CN2C(=S)NC(C)(C)CC2C)c1C (stereo not given)
-0.25,i,CCOC(=O)C1=C(C)N(CCCC(=O)O)C(=O)NC1c1ccc(Br)cc1 (stereo not given)
0.27,i,CCN(C(=O)CCNC(=O)Cn1cnc2ccccc2c1=O)c1ccccc1F
-0.05,i,COc1ccc(CCNC(=O)CCC(=O)NC2CCCCC2)cc1OC
0.75,i,CN(C)c1ccc(/C=N/NC(=O)c2ccc3c(c2)OCO3)cc1
-0.97,i,COC(=O)C1CN(C(=O)C(C)Oc2cc(C)ccc2C(C)C)c2ccccc2O1 (stereo not given)
-0.35,i,O=C(N/N=C/c1ccccn1)c1cc(Br)ccc1O
-1.3,i,CC1CCN(CCc2nc3cc(NC(=O)COc4ccc([N+](=O)[O-])cc4)ccc3n2C)CC1
-0.14,i,COc1cccc(C(=O)NNS(=O)(=O)c2ccc(C)cc2)c1
-0.2,i,O=C(COc1cccc(F)c1)N[C@@H](Cc1ccccc1)c1nc2ccccc2[nH]1
-0.05,i,c1ccc(-c2ccc3c(c2)c2c4n3CCN=C4CCC2)cc1
1.1,i,CCc1sc(NC(=O)CN2CCOCC2)nc1-c1ccccc1
-1.3,i,O=C(c1ccc(Cn2c(=S)[nH]c3ccccc3c2=O)cc1)N1CCN(c2ccccn2)CC1
1.4,i,CCc1nc2c(cnn2-c2ccc(F)cc2)c(=O)n1-c1ccc(N2CCC(C)CC2)cc1
-1.3,i,CCCCOc1ccc(Cc2c(Cl)nc(SC)nc2N2CCOCC2)cc1
0.08,i,CN(CC(=O)Nc1ccc(F)c(F)c1)S(=O)(=O)c1cccc2cccnc12
-0.02,i,O=C(N/C(=C/c1cccnc1)C(=O)N1CCOCC1)c1ccccc1F
-9.2,i,OC(CNCc1ccccc1)COCc1ccc(Cl)cc1 (stereo not given)
-2.5,i,CCC1CO/C(=C(\C(Cl)=C(Cl)Cl)[N+](=O)[O-])N1 (stereo not given)
0.01,i,COc1ccccc1N1CCN(C2CCCN(C(=O)c3ccnc4ccc(C)cc34)C2)CC1 (stereo not given)
1.8,i,COc1cc(OC)cc(C(=O)NN2CCOCC2)c1
0.47,i,Cc1ccc(NC2=C(CC(=O)O)C(c3ccccc3)N(c3ccc(C)cc3)C2=O)cc1 (stereo not given)
-1.5,i,COc1ccc(-c2cc(C(F)F)n3ncc(C(=O)N4CCN(C)CC4)c3n2)cc1
-0.03,i,O=C(CCc1nnc(COc2ccccc2)o1)NCc1ccccc1C(F)(F)F
1.9,i,COc1ccccc1N(CC(=O)NCCSCc1ccccc1Cl)S(C)(=O)=O
-0.12,i,CCOc1ccccc1NC(=O)C(=O)N/N=C/c1cc(Br)ccc1O
1.7,i,O=C(Cn1nnc(-c2ccc(Cl)cc2)n1)NC1CCN(Cc2ccccc2)CC1
0.51,i,COC(=O)c1c(-n2cnnn2)sc(C)c1C
0.29,i,O=P(COCCOCP(=O)(c1ccccc1)c1ccccc1)(c1ccccc1)c1ccccc1
-0.36,i,O=C(CSCc1c(Cl)cccc1Cl)NCc1ccco1

Single records, as listed above. Screens in order: Kir21 inh	CHT inh
Listed for COc1ccc(F)cc1S(=O)(=O)NCCN1CCOCC1 → -0.67	i
Listed for CC(C)=NNc1nc2c(c(=O)n(C)c(=O)n2C)n1C → 0.9	i
Listed for COc1ccc(OC)c(S(=O)(=O)NC2CCSc3ccccc32)c1 (stereo not given) → -3.4	i
Listed for Clc1ccc(SCc2cc(-c3ccccc3)on2)cc1 → 0.68	i
